High-throughput results from PubChem BioAssay.
TbPYK inhibitor = inhibitors of Trypanosoma brucei pyruvate kinase; hit rate 0.12% among 410,000; TbPYK enzyme, Kinase-Glo Plus ATP luminescence, 45 min; Potency, µM (top dose mostly 76.8 µM), inactives show top-dose activity, negative = inhibition, actives largely listed as inhibitors; AID 624173; also: potency is read from the fitted curve at half-maximal effect; % is scaled to controls: 0 for no effect and ±100 for the full control effect; nearly all actives have a fitted effect of over 50% in size
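Luminescence from Kinase-Glo Plus, added after a 45-minute room-temperature reaction, served as the end-point read-out. The enzyme and substrate were preincubated with compound before ADP (130 uM final) initiated turnover. Concentration-effect curves came from normalized qHTS data.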
Shiga toxin inh = blocks Shiga toxin action in Vero cells; Vero cells, Shiga toxin protein synthesis inhibition reporter; AID 2315; hit rate 9.2% among 290,000; inhibition, % at 38.7 µM; in the data active = inhibition mostly above about 28%, no sharp cut-off; inactive = mostly below about 43%; also: 0% is about no effect
Pf growth 96h = inhibits malaria parasite growth, 96 h. P. falciparum luciferase reporter growth, 96 h. Potency, µM (titrated, usually from 28.7 µM), inactives show at the top dose activity change, negative = inhibition, hits mostly inhibitors. hit rate 6.9% among 320,000; also: potency is read from the fitted curve at half-maximal effect; % is scaled to controls: 0 for no effect and ±100 for the full control effect
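Compounds incubated with erythrocytes infected by luciferase-expressing P. falciparum (2% hematocrit, 0.05% parasitemia final) for 96 hours, 37 C in 5% CO2. Growth inhibition scored as decreased luciferase luminescence.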
LmPK inhibitor = inhibitors of Leishmania mexicana pyruvate kinase. Q27686. purified LmPK, Kinase-Glo ATP luminescence, 1 h. Potency, µM (top dose mostly 57.5 µM), without a hit: top-dose activity change, negative = inhibition, actives largely listed as inhibitors. hit rate 0.37% among 290,000. AID 1721; also: potency is read from the fitted curve at half-maximal effect; % is scaled to controls: 0 for no effect and ±100 for the full control effect
Target sequence (Q27686 whole entry, looked up): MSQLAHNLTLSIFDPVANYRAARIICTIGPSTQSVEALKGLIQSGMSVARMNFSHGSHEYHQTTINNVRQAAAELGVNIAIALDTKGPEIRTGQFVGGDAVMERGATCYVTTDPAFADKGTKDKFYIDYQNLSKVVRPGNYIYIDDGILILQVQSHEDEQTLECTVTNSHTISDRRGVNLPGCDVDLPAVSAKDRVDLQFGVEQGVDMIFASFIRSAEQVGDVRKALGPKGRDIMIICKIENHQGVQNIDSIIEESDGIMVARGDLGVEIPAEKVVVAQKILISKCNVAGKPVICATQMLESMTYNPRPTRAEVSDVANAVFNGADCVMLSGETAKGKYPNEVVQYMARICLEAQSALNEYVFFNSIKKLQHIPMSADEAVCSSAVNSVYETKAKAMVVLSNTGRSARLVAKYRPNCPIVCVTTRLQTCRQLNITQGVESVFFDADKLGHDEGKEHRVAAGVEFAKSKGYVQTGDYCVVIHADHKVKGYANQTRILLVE
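Kinase-Glo luminescence read after 1 h RT reaction of 0.1 nM LmPK with 0.5 mM PEP and 0.1 mM ADP. Activity scaled between uninhibited and enzyme-free controls.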
Pf growth 48h = inhibits P. falciparum growth in the first generation, 48 h; P. falciparum luciferase growth in erythrocytes, 48 h; Potency, µM (doses to about 28.7 µM), without a hit: at the highest dose activity change, negative = inhibition, usual class: inhibitors; hit rate 5.9% among 310,000; also: potency is read from the fitted curve at half-maximal effect; % is scaled to controls: 0 for no effect and ±100 for the full control effect
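Growth was read as firefly luciferase luminescence after a 48 h, 37 C, 5% CO2 exposure of compounds to reporter-bearing P. falciparum cultures (0.1% parasitemia, 2% hematocrit final) in Albumax-supplemented RPMI 1640.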
Cycloheximide cs = affects cycloheximide protein synthesis inhibition readout, counter-screen | cell reporter, cycloheximide protein synthesis inhibition counterscreen | max response, % | hit rate 12% among 300,000; in the data active = max response mostly above about 13%, no sharp cut-off; inactive = mostly below about 14%; also: read at 38.3 µM for the half of the compounds with a filed dose; 0% is about no effect
AMA1-RON2 inh = AMA1-RON2 (P. falciparum) interaction inhibition; AlphaScreen AMA1-biotinylated RON2 peptide binding; hit rate 0.2% among 360,000; Potency, µM (titrated, usually from 58.2 µM), for inactives: top-dose activity change, negative = inhibition, usual class: inhibitors; AID 720542;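 also: potency is read from the fitted curve at half-maximal effect; 0% = vehicle wells and -100% = peptide control; nearly all actives have a fitted effect of over 45% in size; some results filed as inactive show a strong effect at the top dose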
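AMA1 (3D7) with his tag at 25 nM final met compounds first, then biotinylated RON2 peptide at 25 nM; detection used donor plus acceptor beads, 10 µg/mL apiece, read by AlphaScreen after 30 min at room temperature.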
The depositor's hits bear a star; ? = inconclusive; nt = not tested or not shown; [ ] = remark or other dose. Unless noted, calls follow the shape of the dose curve; as a rule, active = well fitted curve in the direction sought with a large enough effect; inconclusive = small, poorly fitted or top-dose-only effect, or another doubt; inactive = no such curve, though single readings can be large; an effect the other way counts as inactive or inconclusive. Outcome played no part in choosing rows; about 21% have a hit in one of these screens.

Start of the data: the first two compounds, to show the layout:
compound	TbPYK inhibitor	Shiga toxin inh	Pf growth 96h	LmPK inhibitor	Pf growth 48h	Cycloheximide cs	AMA1-RON2 inh
CC(NC(=O)COc1ccc(S(=O)(=O)N2CCCC2)cc1)c1ccccc1 (configuration not stated)	4%	-5	-27%	-1%	?	-5	0%
O=C1CC(c2ccco2)Cc2nc(N3CCc4ccccc4C3)ncc21 (configuration not stated)	2%	-5	27%	1%	-20%	-3	-2%

The listing, repeating the preview:
compound	TbPYK inhibitor	Shiga toxin inh	Pf growth 96h	LmPK inhibitor	Pf growth 48h	Cycloheximide cs	AMA1-RON2 inh
CC(NC(=O)COc1ccc(S(=O)(=O)N2CCCC2)cc1)c1ccccc1 (configuration not stated)	4%	-5	-27%	-1%	?	-5	0%
O=C1CC(c2ccco2)Cc2nc(N3CCc4ccccc4C3)ncc21 (configuration not stated)	2%	-5	27%	1%	-20%	-3	-2%
Cc1cc(C)n2nc(CCCCc3nc4nc(C)cc(C)n4n3)nc2n1	nt	-6	29%	-4%	14%	-2	nt
CCN1CCN(CC(=O)N2c3ccccc3Sc3ccccc32)CC1	0%	-3	-15%	-2%	-16%	-4	13%
CC(OC(=O)Cc1coc2ccc3ccccc3c12)C(=O)NC(N)=O (configuration not stated)	-4%	-10	-5%	8%	-23%	-2	-12%
COc1cc(C2C(C#N)=C(N)Oc3cc(C)oc(=O)c32)ccc1OC(=O)N1CCOCC1 (configuration not stated)	5%	-7	nt	-1%	-6%	-3	12%
COc1ccc(CNc2nnnn2C)c(OC)c1	5%	-7	233%[activator]	-1%	33%[activator]	-2	-8%
Cc1nn(Cc2ccccc2)c(C)c1NC(=O)c1cc(-c2ccco2)on1	-8%	27	49%[activator]	4%	?	1	0%
CN(c1ccccc1)S(=O)(=O)c1cccc(NC(=O)CC(C)(C)C)c1	8%	12	12µM*	0%	-17%	1	-6%
COc1ccc(C2NC(=O)Cc3cc(OC)c(OC)cc32)cc1OC (configuration not stated)	-9%	-5	64%[activator]	2%	?	-3	7%
CCC(=Nc1ccccc1)C1=C(O)CCCC1=O	-9%	-2	56%[activator]	-2%	1%	-2	9%
CS(=O)(=O)Nc1ccccc1C(=O)Nc1cc(Cl)cc(Cl)c1	-1%	-2	8%	2%	nt	2	-2%
COc1ccc2c(c1)C(=O)C(=O)N2	0%	15	?	-2%	22%	10	-3%
Cc1cc(C)c(C)c(S(=O)(=O)N2CCC(C(=O)OCC(=O)N3c4ccccc4NC(=O)C3(C)C)CC2)c1C	18%	-26	nt	2%	5%	-6	-24%
CCN(CC)c1ccc(NC(=O)C2CC3CCC2C3)cc1 (configuration not stated)	?	107*	-5%	0%	29%	51*	-28%
CC(=O)c1sc2nc(SCC(=O)N3CCCCC3)[nH]c(=O)c2c1C	-18%	-6	-27%	0%	-27%	-3	-1%
CC(=O)c1ccccc1NC(=O)COC(=O)c1cc2ccccc2[nH]1	5%	nt	?	nt	?	nt	8%
O=C(c1cnc2n(c1=O)CCS2)N(C1CCCCC1)C1CCCCC1	6%	-12	0%	0%	1%	-5	4%
COc1ccc(Br)cc1CNC(=O)CCNC(=O)Cn1ccc2ccccc2c1=O	4%	-16	3%	-7%	-5%	2	0%
COC(=O)c1ccccc1NC(=O)C1CC=CCC1C(=O)O (configuration not stated)	-3%	-2	-24%	-3%	10%	-3	3%
CCN(CC)CCN1C(=O)c2ccccc2NC1c1ccc(F)cc1 (configuration not stated)	-7%	-2	?	6%	?	-3	11%
N/C(=N\O)c1ccc([N+](=O)[O-])s1	3%	-10	?	-10%	?	8	2%
COc1ccc2[nH]cc(CCN)c2c1	-4%	-3	-5%	-1%	?	-2	-11%
CC(=O)N1CCC2(CC1)C/C(=N\NC(=S)Nc1ccccc1F)c1cc(O)ccc1O2	-10%	3	23%	-7%	-19%	8	21%
Cc1ccc(NC(=O)Cc2cccs2)cc1Cl	1%	50*	?	-6%	31%[activator]	38*	8%
O=C(CCc1nnc(-c2ccccc2)o1)NC1CCCCC1	-1%	64*	5%	5%	43%[activator]	44*	-2%
CN(C)CCCN(C(=O)/C=C/c1cccs1)c1nc2c(F)cccc2s1	-1%	-24	?	0%	?	-15	?
COc1ccc(CC(=O)NCc2cccs2)cc1OC	-3%	-16	?	10%	nt	-2	-10%
COc1ccc2ccccc2c1/C=N/NC(=O)c1ccccc1F	1%	26	?	-4%	29%	11*	10%
Nc1ccccc1C(=O)NC1CCCCNC1=O (configuration not stated)	3%	3	14%	-1%	6%	-3	4%

Taken from above.
Shiga toxin inh result of `CN(C)CCCN(C(=O)/C=C/c1cccs1)c1nc2c(F)cccc2s1` = -24
AMA1-RON2 inh result of `N/C(=N\O)c1ccc([N+](=O)[O-])s1` = 2%
TbPYK inhibitor result of `CCN(CC)CCN1C(=O)c2ccccc2NC1c1ccc(F)cc1` (configuration not stated) = -7%
Pf growth 96h result of `CC(=O)c1sc2nc(SCC(=O)N3CCCCC3)[nH]c(=O)c2c1C` = -27%
TbPYK inhibitor result of `O=C(CCc1nnc(-c2ccccc2)o1)NC1CCCCC1` = -1%

(listing goes on)
compound	TbPYK inhibitor	Shiga toxin inh	Pf growth 96h	LmPK inhibitor	Pf growth 48h	Cycloheximide cs	AMA1-RON2 inh
Cc1ccc(CCNC(=O)CC(C)CC2=NS(=O)(=O)c3ccccc3N2)cc1 (configuration not stated)	3%	2	?	6%	?	-6	13%
CC(NC(=O)CN(C)S(=O)(=O)c1cnc[nH]1)c1ccccc1 (configuration not stated)	-2%	-20	?	3%	6%	-8	-1%
Cn1c(C(=O)NCCc2c[nH]c3ccccc23)cc2sccc21	0%	89*	33%[activator]	9%	nt	82*	-20%
CCNC(=O)c1oc2c(c1C)C(=O)CC(C)(C)C2	6%	20	14%	1%	nt	5	-12%
CC(C)NC(=O)/C(C#N)=C\c1ccc(N(C)C)c(Br)c1	-3%	43	-8%	-2%	-14%	28*	3%
CN(C(=O)COC(=O)C(Cc1ccccc1)NC(=O)c1ccccc1)c1ccccc1 (configuration not stated)	9%	-12	2%	4%	13%	-4	-8%[2.32 µM]
CC(C)CNC(=S)Nc1ccc(S(N)(=O)=O)cc1	-17%	10	-7%	1%	2%	-4	6%
CCOC(=O)c1sc(NC(=O)CCN2CCC(C)CC2)c(C(=O)OCC)c1C	4%	-2	4%	4%	17%	-4	-13%
Cc1ccc(CNC(=O)COC(=O)CCOc2ccc(C)cc2)cc1	-1%	nt	12%	nt	-27%	nt	0%
Cc1cc(=O)[nH]c(SCC(=O)Nc2ccc(Br)cc2)n1	0%	1	52%[activator]	0%	0%	-4	3%
CCOc1ccc(N(CC(=O)NC2CCCC2)C(=O)CSc2nnc(COc3ccccc3)o2)cc1	-1%	11	7.4µM*	5%	nt	2	-5%
CCOC(=O)C1=C(C)N(C)C(=O)NC1c1cccc(O)c1 (configuration not stated)	-4%	-8	?	1%	11%	-2	40%[activator]
Cc1ccc[n+](CC(=O)Nc2cc(C(F)(F)F)ccc2N2CCOCC2)c1	-10%	-4	?	0%	2.1µM*	-1	3%
CN(c1ccccc1)S(=O)(=O)c1ccc(Cl)c(C(=O)Nc2nc3ccccc3[nH]2)c1	-13%	-3	6.6µM*	1%	?	-1	62%[activator]
COc1cccc(CN2CCN(Cc3ccc(OC)c(OC)c3)CC2CCO)c1 (configuration not stated)	-3%	-7	9.3µM*	3%	-5%	1	4%
CC12CN3CC(C)(CN(C1)C3c1ccncc1)C2=O (configuration not stated)	-9%	27	31%[activator]	-3%	0%	5	7%
COc1cc(C)c(C(C)C)cc1S(=O)(=O)n1cnc(C)c1	-15%	-6	-1%	0%	?	-6	-8%
Cc1[nH]n(-c2ccccc2)c(=O)c1/C=N/n1c(C)nc2ccccc2c1=O	3%	-9	-8%	-5%	-16%	-1	6%
CC(C)C(NC(=O)c1ccccc1)C(=O)NC1=NCCS1 (configuration not stated)	1%	3	16%	5%	13%	-3	1%
COc1ccc(CC(=O)NCC2CCCCC2)cc1OC	1%	28	47%[activator]	0%	23%	11	4%
Cc1ccc(CNS(=O)(=O)c2cc3c4c(c2)CCN4C(=O)CC3)cc1	4%	nt	13%	nt	67%[activator]	nt	9%
CCOC(=O)CCc1c(C)c2ccc(OC3CCCCC3=O)c(C)c2oc1=O (configuration not stated)	0%	18	?	5%	nt	9	4%
Cc1cc(C)cc(NC2=C(N)C(=O)c3ccccc3C2=O)c1	-8%	122*	-7%	-6%	?	43*	?
CCN(CC)c1ccc(NC(=O)COc2ccccc2C#N)cc1S(=O)(=O)Nc1ccc(OC)cc1	-13%	44*	4.1µM*	4%	8.3µM*	10	7%
O=C(NCCS(=O)(=O)c1ccc(Br)cc1)c1c(F)cccc1F	6%	-5	30%	-2%	3%	-4	10%
CCN(CC)CCNC(C(=O)Nc1cccc(C(C)=O)c1)c1ccccc1 (configuration not stated)	3%	-11	-9%	1%	-28%	-4	1%
CC(C)CCNC(=O)NC(=O)Cn1cc(C(F)(F)F)ccc1=O	nt	-16	nt	-3%	23%	1	nt
Cc1ccc(CSc2nnc(Cn3c(=O)sc4ccccc43)n2C)cc1	-4%	-4	14%	6%	-8%	-2	-16%
C[C@H](NC(=O)Cn1cncn1)c1ccccc1	-10%	-11	13%	0%	33%[activator]	6	-1%
Cc1cc(=O)oc2c(CN3CC(C)OC(C)C3)c(O)c(Cl)cc12 (configuration not stated)	-1%	-8	19%	2%	13%	-2	-12%
COc1ccccc1NC(=O)N1CCC(C(=O)c2ccc(Cl)cc2)CC1	4%	-5	17%	5%	-3%	-3	0%
CCOC(=O)C1CCN(c2ncnc3c2oc2ccc(Br)cc23)CC1	-25%	11	13µM*	-11%	9%	-2	9%
CCn1c2c(c3cc(C(=O)O)ccc31)CCCC2=O	-13%	-16	nt	-11%	-2%	-1	-5%
Cn1c(CSCC(=O)Nc2ccccc2)nnc1SCc1ccccc1	2%	18	?	-10%	?	2	1%
CCOC(=O)c1c(C)nc2sc3c(c2c1-c1ccc(OC)cc1)NC(c1ccc(OC)cc1)NC3=O (configuration not stated)	-4%	-15	2.6µM*	2%	?	-4	3%
COCCNc1nc2c(c(=O)n(C)c(=O)n2C)n1Cc1cccc(C)c1	0%	-6	-18%	-2%	-12%	1	3%
CN(C(=O)c1cccnc1)c1nc(-c2ccccc2)cs1	-1%	17	1%	1%	-21%	14	0%
Cc1onc(-c2ccccc2Cl)c1C(=O)c1ccccc1	3%	16	20%	-4%	8%	-1	0%
O=C1c2ccccc2NC(c2ccc(O)cc2)N1c1ccccc1 (configuration not stated)	-1%	58*	?	-1%	63%[activator]	36*	0%
Cc1ccc([N+](=O)[O-])c(OCCCN2C(=O)NC(C)(C)C2=O)c1	6%	57	-5%	4%	11%	19*	0%
Cc1cc(C)nc(Sc2ccc(C=O)cc2[N+](=O)[O-])n1	-6%	5	30%[activator]	0%	-1%	-4	-6%
